# IMP-1 inh – inhibitors of Pseudomonas aeruginosa IMP-1 metallo-beta-lactamase. purified IMP-1, nitrocefin hydrolysis, epi-absorbance fluorescence. inhibition, % at 5.6 µM. actives 0.45% (n = 290,000);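 active = inhibition above the mean plus 3 SD of all compounds in the same screening run, cut at about 4.5% in these data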;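 also: 0% = IMP-1 with DMSO and 100% = DMSO wells lacking enzyme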
#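 System: Purified IMP-1 | Read-out basis: Percent enzyme inhibition | Controls: IMP-1 with DMSO as 0%, enzyme-free DMSO as 100% | Replicates: One well per compound | Doses: 5.6 µM nominal single concentration | Detection: Epi-absorbance fluorescence, 480 nm excitation, 530 nm emission | Incubation: 25 °C, 15 min preincubation, 25 min reaction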
# PHOSPHO1 block – inhibitors of human PHOSPHO1 phosphatase; recombinant PHOSPHO1, absorbance phosphatase assay; actives 1.1% (n = 290,000); Q8TCT1; inhibition, % at 13.3 µM; AID 1565; in the data active = inhibition above about 60%
# Target sequence (Q8TCT1 whole entry, looked up): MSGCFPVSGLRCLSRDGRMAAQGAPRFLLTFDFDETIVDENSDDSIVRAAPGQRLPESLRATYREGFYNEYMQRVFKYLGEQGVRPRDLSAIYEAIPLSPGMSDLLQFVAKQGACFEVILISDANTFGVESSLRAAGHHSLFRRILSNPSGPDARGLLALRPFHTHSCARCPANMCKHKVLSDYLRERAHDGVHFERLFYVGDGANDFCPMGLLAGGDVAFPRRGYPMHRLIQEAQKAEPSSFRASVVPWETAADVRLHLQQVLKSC
# DNA FID counter – displaces DNA intercalator in HCV helicase counter-screen; DNA fluorescent intercalator displacement, fluorescence; inhibition, % at 7.9 µM; actives 0.17% (n = 290,000); AID 1845; in the data active = inhibition above about 37%;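 also: 0% = vehicle and 100% = reference compound; higher means more ethidium bromide displaced from hairpin DNA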
# OXTR ag – activates the human oxytocin receptor | actives 0.32% (n = 320,000) | CHO-OTR cells, Fluo-8 calcium fluorescence; normalized: DMSO 0%, oxytocin 100% | activation, % at 3 µM | P30559;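 active = activation above the mean of all tested compounds plus 3 SD, cutoff set per screening run, cut at about 20% in these data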;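 also: peak over basal fluorescence ratio from a 100 s FLIPR kinetic read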
# Target sequence (P30559 whole entry, looked up): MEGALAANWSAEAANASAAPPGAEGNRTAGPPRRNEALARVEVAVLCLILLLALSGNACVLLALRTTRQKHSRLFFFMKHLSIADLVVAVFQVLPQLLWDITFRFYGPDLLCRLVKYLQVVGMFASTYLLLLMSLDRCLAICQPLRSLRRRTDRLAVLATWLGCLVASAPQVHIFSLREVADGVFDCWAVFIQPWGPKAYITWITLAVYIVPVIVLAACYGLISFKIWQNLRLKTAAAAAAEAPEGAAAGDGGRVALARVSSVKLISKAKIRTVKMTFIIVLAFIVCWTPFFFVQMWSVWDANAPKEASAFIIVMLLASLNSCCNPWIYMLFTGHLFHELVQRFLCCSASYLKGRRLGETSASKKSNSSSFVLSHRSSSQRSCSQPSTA
# GalR3 antagonist – antagonists of human GalR3. O60755. HEK293 GalR3-CNG cAMP membrane potential fluorescence; galR3 body fused to GalR1 C-terminus. inhibition, % at 3 µM. actives 0.44% (n = 360,000);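 active = inhibition above the screen-wide average plus 3 SD, cut at about 13% in these data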;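 also: forskolin and galanin both at EC90 stimulate the cells; cAMP rise reported by CNG channel membrane potential dye signal; 0% = forskolin plus galanin with DMSO and 100% = forskolin alone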
# V1aR counter – counter-screen for oxytocin receptor agonists: human V1a receptor agonists | CHO-V1R cells, Fluo-8 calcium fluorescence, agonist mode; 0% DMSO, 100% 3 nM vasopressin | AID 2797 | P37288 | actives 0.25% (n = 320,000) | activation, % at 3 µM;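 active = activation above the mean activation of all tested compounds plus 3 SD, per screening run, cut at about 20% in these data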;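 also: signal is peak over basal fluorescence ratio across a 100 second FLIPR read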
# Target sequence (P37288 whole entry, looked up): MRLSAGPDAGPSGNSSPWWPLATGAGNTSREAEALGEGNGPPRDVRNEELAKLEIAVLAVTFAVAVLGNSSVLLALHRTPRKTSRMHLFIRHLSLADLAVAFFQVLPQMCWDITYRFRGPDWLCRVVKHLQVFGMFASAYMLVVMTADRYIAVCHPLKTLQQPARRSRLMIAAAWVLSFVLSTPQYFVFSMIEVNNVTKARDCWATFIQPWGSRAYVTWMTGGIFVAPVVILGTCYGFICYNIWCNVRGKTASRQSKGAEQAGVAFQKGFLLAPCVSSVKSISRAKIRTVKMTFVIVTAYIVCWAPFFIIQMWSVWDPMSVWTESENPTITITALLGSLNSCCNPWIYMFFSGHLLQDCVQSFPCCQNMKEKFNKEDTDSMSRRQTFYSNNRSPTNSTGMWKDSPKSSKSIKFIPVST
# HCV NS3 hel inh – blocks Hepatitis C virus NS3 helicase unwinding; NS3 helicase DNA unwinding, Cy5 molecular beacon fluorescence; inhibition, % at 10.9 µM; actives 0.56% (n = 290,000);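 active = inhibition above the mean of all tested compounds plus 3 SD, set per campaign, cut at about 35% in these data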;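 also: 0% = DMSO wells and 100% = thioflavine S control wells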
#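 Assay system: hepatitis C virus NS3 helicase domain fragment enzyme. Also added: annealed dual-labelled DNA beacon duplex, ATP-started. Timing: 1 h reaction at 25 °C, ATP-initiated. Technique: Cy5 fluorescence at 0 and 60 min, beacon hairpin quenching. Evaluation: % inhibition of unwinding. Replication: one well per compound.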
# VIM-2 inhibitor – inhibitors of Pseudomonas aeruginosa VIM-2 metallo-beta-lactamase; inhibition, % at 5.6 µM; actives 0.89% (n = 290,000); purified VIM-2, nitrocefin hydrolysis, epi-absorbance fluorescence;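 active = inhibition above the mean of all tested compounds plus 3 SD, cutoff set per screening run, cut at about 7.5% in these data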;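 also: red hydrolysis product quenches plate fluorescence so inhibitors raise well fluorescence; 0% = enzyme with DMSO and 100% = DMSO without enzyme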
# GPR7 antag – antagonists of human GPR7 (neuropeptides B/W receptor 1); GPR7-expressing cells, fluorescence antagonist assay; actives 1.1% (n = 290,000); P48145; inhibition, % at 4.4 µM; in the data active = inhibition above about 16%, passing the limit was not always enough;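 also: cells stimulated with the agonist NPW; 0% = agonist with vehicle and 100% = vehicle without agonist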
# Starred values were filed as active, the others as inactive; / = not tested or not shown.
no.	SMILES	IMP-1 inh	PHOSPHO1 block	DNA FID counter	OXTR ag	GalR3 antagonist
1	CCOC(=O)c1cc(C)nn1-c1nc(Cl)cc(OC)n1	-2.0	-10	-7	-2.2	0
2	CCN(Cc1ccccc1)C(=O)Cn1c(=O)n(-c2ccc(OC)cc2OC)c(=O)c2c(C)c(C)sc21	-1.4	2	-2	-1.2	-6
3	Cc1ccsc1C(=O)NNC(=O)Nc1ccc(Cl)c(Cl)c1	-3.0	4	5	0.3	0
4	CC(C)(C)NC(=O)Cn1c(=O)c(=O)n(Cc2ccccc2)c2ccc(Cl)cc21	-2.8	11	-10	-1.7	-10
5	Cc1cc(NC(=O)Cn2cc(C(F)(F)F)cc(Cl)c2=O)no1	0.3	-12	-1	-0.3	-3
6	CN(C)CCOC(=O)NC12CC3CC(CC(C3)C1)C2	-1.8	32	0	1.3	-6
7	CC1CN(C(=O)CCC(=O)NCc2ccccc2)c2cc(Cl)ccc2O1 (stereo unspecified)	-0.1	28	-30	-1.8	/
8	O=C(COc1ccc(S(=O)(=O)N2CCCCC2)cc1)NCc1ccccn1	-1.5	14	-12	-0.4	-4
9	COc1ccc(OC)c(C2=Nn3c(nnc3-c3cc(C)[nH]n3)SC2)c1	-1.9	28	-26	-0.8	-1
10	CN1CCN(S(=O)(=O)c2ccc(NC(=O)COc3ccccc3Cl)cc2)CC1	-0.8	45	5	3.2	6
11	COc1ccc(Cl)cc1NC(=S)Nc1ccccc1C	-3.1	13	-3	-0.1	-2
12	CCOc1ccc(N(CC(=O)NCc2ccccc2Cl)S(=O)(=O)c2c(C)[nH]c(=O)[nH]c2=O)cc1	-7.5	12	-50	-0.4	-8
13	COC(CN(C)C(=O)c1ccc(CS(=O)(=O)c2ccccc2C)o1)OC	-3.6	28	-10	-0.3	-12
14	COc1ccc(-c2nc(-c3ccc(O)cc3O)cs2)cc1OC	-2.6	28	-14	/	10
15	CCOC(=O)c1c(C)noc1-c1ccc(Br)o1	-3.9	42	-2	-2.4	-6

no.	V1aR counter	HCV NS3 hel inh	VIM-2 inhibitor	GPR7 antag
1	0.9	-12	5.8	-9
2	0.5	-8	-1.2	-12
3	0.6	-12	-0.3	-8
4	0.9	3	0.8	10
5	-1.1	-2	-0.9	10
6	0.5	2	0.0	-3
7	-0.7	-6	-0.7	6
8	-0.2	-4	-0.6	-15
9	-1.5	5	2.2	-9
10	4.2	2	-1.9	9
11	1.9	3	-1.7	2
12	-0.8	11	-4.0	-8
13	0.1	-1	1.1	-14
14	/	-10	0.9	-25
15	-1.1	-20	-2.2	-11

# Arranged by SMILES length (low to high): three of the compounds above
no.	SMILES	IMP-1 inh	PHOSPHO1 block	DNA FID counter	OXTR ag	GalR3 antagonist
6	CN(C)CCOC(=O)NC12CC3CC(CC(C3)C1)C2	-1.8	32	0	1.3	-6
7	CC1CN(C(=O)CCC(=O)NCc2ccccc2)c2cc(Cl)ccc2O1 (stereo unspecified)	-0.1	28	-30	-1.8	/
13	COC(CN(C)C(=O)c1ccc(CS(=O)(=O)c2ccccc2C)o1)OC	-3.6	28	-10	-0.3	-12

no.	V1aR counter	HCV NS3 hel inh	VIM-2 inhibitor	GPR7 antag
6	0.5	2	0.0	-3
7	-0.7	-6	-0.7	6
13	0.1	-1	1.1	-14

# New compounds follow
no.	SMILES	IMP-1 inh	PHOSPHO1 block	DNA FID counter	OXTR ag	GalR3 antagonist
16	COc1ccc(OC(C)C(=O)N2CCc3ccccc3C2)cc1 (stereo unspecified)	-4.5	0	-15	-0.9	-8
17	CC(=O)N1CCN(c2cccc(C)c2C)CC1	-3.3	-24	-3	-0.9	-7
18	CCC(Oc1ccccc1)C(=O)Nc1nc2c(s1)C(=O)CC(C)(C)C2 (stereo unspecified)	-1.9	6	-21	2.3	-4
19	CSc1cc(-c2ccccc2)n(Cc2ccccc2Cl)c(=O)c1C#N	-0.3	2	1	0.0	0
20	Oc1ccc(-c2cccc(-c3ccc(O)cc3)c2)cc1	-2.5	-13	-5	2.0	-7
21	Clc1cccc(-c2csc(Nc3cccnc3)n2)c1	-1.3	-14	-1	-2.6	-2
22	CC(=O)c1ccc(NC(=O)c2ccc(NC(=O)c3ccco3)cc2)cc1	19*	10	-7	1.3	/
23	CC(=O)c1cccc(NC(=O)Nc2cccs2)c1	-3.0	9	-1	3.5	-8
24	Cc1oc(-c2ccccc2F)nc1CS(=O)(=O)CC(=O)NCCCc1ccccc1	-0.2	-14	-12	0.8	/
25	COc1cccc(C2C(C(=O)NCc3ccccc3)=C(C)Nc3ncnn32)c1 (stereo unspecified)	-3.1	22	-7	-0.9	-3
26	COC(=O)c1cc2n(n1)CCN(Cc1cccc(OC)c1)C2=O	-2.2	23	-2	-0.3	-1
27	COc1ccc(S(=O)(=O)NC2CC(C)(C)NC(C)(C)C2)c(C)c1C	-7.3	-1	5	/	-3
28	COc1ccccc1N1CCN(CC(O)COc2ccc(S(=O)(=O)N3CCOCC3)cc2)CC1 (stereo unspecified)	-2.3	1	6	7.4	-13
29	Cc1cc(C)c(C(=O)CN2C(=O)NC3(CCCCC3)C2=O)cc1C	-0.9	28	-3	-1.6	-5
30	COc1ccccc1-n1c(SCC(=O)O)nc2sc3c(c2c1=O)CCC3	-3.1	24	-9	0.2	8

no.	V1aR counter	HCV NS3 hel inh	VIM-2 inhibitor	GPR7 antag
16	-1.1	0	-2.4	2
17	-0.3	4	-5.2	-5
18	3.3	-12	-3.2	0
19	-0.4	2	1.5	8
20	2.2	-10	-2.2	3
21	-2.1	-8	-0.7	-12
22	0.5	-15	3.5	1
23	5.9	1	-0.3	-6
24	0.6	-5	-1.7	-1
25	-0.9	-11	-1.5	-8
26	0.1	-2	-3.1	-7
27	/	-2	-1.0	-16
28	5.0	-9	-0.6	-3
29	-0.7	-6	-0.9	-3
30	0.5	5	-1.0	-12

# Next section.
no.	SMILES	IMP-1 inh	PHOSPHO1 block	DNA FID counter	OXTR ag	GalR3 antagonist
31	CCCc1nc(NCCCOCC)c2nnn(Cc3ccccc3)c2n1	-2.4	41	-39	-2.0	-9
32	CC(C(=O)N1CCCCC1)N(C)CC(=O)Nc1ccc(Cl)cc1 (stereo unspecified)	-3.1	-52	-12	-0.3	-7
33	COc1cc(NS(=O)(=O)c2c(C)[nH]c(C)c2C(=O)N2CCCC2)cc(OC)c1OC	0.4	50	-7	0.0	-7
34	CC(C)c1ccc(/C=C/C(=O)NC(=S)Nc2ccc(CN3CCOCC3)cc2)cc1	0.1	-5	-4	0.3	46*
35	Cc1cc(C)c(NC(=O)C2CCCO2)c(C)c1NC(=O)C1CCCO1 (stereo unspecified)	-4.0	24	-5	-0.3	-8
36	COc1ccc(CCN2C(=O)c3cccc4c(C(=O)N5CCCCC5)ccc(c34)C2=O)cc1OC	-3.1	13	-10	0.8	-3
37	CCCC(C)NC(=O)c1ccc(C2SCC(=O)N2Cc2ccco2)cc1 (stereo unspecified)	-1.3	3	-16	-1.4	-1
38	CC1CCN(C(=O)/C(=C\c2cccs2)NC(=O)c2ccccc2)CC1	-1.5	-12	-25	-1.3	19*
39	N=C1/C(=C/c2cccn2CCOc2ccccc2)C(=O)N=C2SC=C(c3ccccc3)N12	-2.1	5	-7	1.6	1
40	CCCNC(=S)N1CCCC(c2nc3ccccc3[nH]2)C1 (stereo unspecified)	-1.3	-103	12	-0.3	-4
41	CCSc1nnc(NC(=O)c2cccc(OCc3c(C)noc3C)c2)s1	-0.2	-2	-29	-1.8	-4
42	Cc1cc(S(=O)(=O)Nc2cccnc2)c(C)s1	-0.3	10	-13	1.2	2
43	COC(=O)N/N=C(\C)c1ccc(OC(F)F)cc1	-2.2	-16	1	-0.6	6
44	Cc1nn(C)c(C)c1S(=O)(=O)N1CCCC(C(=O)NC2CCCCCC2)C1 (stereo unspecified)	-2.0	-6	-13	2.0	-3
45	CC(C)(C)c1[nH]nc2c1C(c1ccccc1OC(=O)N1CCOCC1)C(C#N)=C(N)O2 (stereo unspecified)	-2.9	44	-13	-1.0	-9

no.	V1aR counter	HCV NS3 hel inh	VIM-2 inhibitor	GPR7 antag
31	-0.7	-8	-0.3	-9
32	0.1	2	-3.4	-7
33	0.0	2	0.2	-7
34	0.5	-8	-0.7	-9
35	-0.6	5	-1.9	-6
36	2.7	7	-2.9	-3
37	1.4	14	-1.4	4
38	-0.1	11	-2.2	-15
39	0.5	0	-2.5	-5
40	-0.7	-13	-1.1	8
41	-0.8	3	0.7	6
42	0.4	26	-3.2	-8
43	-0.2	17	-3.7	-8
44	1.2	4	0.0	-5
45	-0.1	3	-3.1	-6

# Further structures
no.	SMILES	IMP-1 inh	PHOSPHO1 block	DNA FID counter	OXTR ag	GalR3 antagonist
46	Cc1c(NC(=S)NC(=O)c2ccco2)cccc1-c1nc2ncccc2o1	-1.1	26	-1	-1.6	-6
47	CCCCNC(=O)CCCN1C(=O)c2cccnc2Sc2ccccc21	-0.1	46	-17	-0.3	-10
48	COc1cc(/C=N/NC(=O)c2ccc(C)nc2)cc([N+](=O)[O-])c1O	-7.2	37	-1	0.6	0
49	COC(=O)C1=C(C(=O)OC)C2C(C)=CC(C)=CN2C(C(=O)OC)=C1C(=O)OC (stereo unspecified)	-3.8	-9	-11	1.0	2
50	CCC(C(=O)NC1CCCCC1)n1c(SCc2ccccc2F)nc2ccncc21 (stereo unspecified)	-0.4	-4	-8	0.4	/
51	O=C(/C=C/Nc1cccc([N+](=O)[O-])c1)c1ccco1	-2.1	/	1	-1.2	1
52	O=C(Cc1ncc(C(F)(F)F)cc1Cl)NCc1ccco1	1.0	49	4	-0.5	-9
53	Cc1cc(C)cc(-n2c3nc4ccccc4nc3c3c(=O)n(Cc4ccco4)cnc32)c1	-2.9	19	-22	-0.9	0
54	Cc1ccc(NC(=O)NC(=O)N(C2CCCCC2)S(=O)(=O)c2ccccc2)cc1	-4.3	2	-4	0.8	-9
55	CCn1cc(/C=N/NC(=O)c2ccc3c(c2)OCO3)c(C)n1	-6.2	-1	-6	1.1	-2
56	O=C(COc1ccc2ccc(=O)oc2c1)NCC(O)c1ccccc1 (stereo unspecified)	-1.6	22	-10	1.6	5
57	Cn1c(=O)n(C)c2cc(/C=N/N=C3/NC(=O)C(CC(=O)O)S3)ccc21 (stereo unspecified)	-3.5	24	-3	-0.2	-2

no.	V1aR counter	HCV NS3 hel inh	VIM-2 inhibitor	GPR7 antag
46	1.2	-3	-0.9	-17
47	-0.1	-1	1.4	1
48	0.1	6	-4.3	8
49	0.5	4	-3.0	-8
50	0.6	-8	-4.2	4
51	0.9	2	-6.1	3
52	-0.3	-4	-0.3	2
53	-0.6	43*	-2.6	-8
54	0.1	1	3.4	-9
55	1.0	0	-6.5	2
56	0.6	-1	-1.9	-12
57	-0.7	-8	22*	0

# Screens (PubChem)
